P. falciparum M17LAP = P. falciparum M17LAP inhibitors, primary screen, biochemical, fluorogenic H-Leu-NHMec substrate, 1536-well (AID 1619) | recombinant M17LAP, H-Leu-NHMec fluorogenic kinetic assay; higher % means a stronger effect | inhibition, % at 30 µM; hits with a dose series show IC50 in µM | 0.38% of 220,000 active;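 active = compound inhibiting the enzyme by more than half at any dose during confirmatory dose-response retesting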;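 also: plate controls were full reaction with DMSO carrier for no effect and no enzyme background for full effect; strong numbers were not always called active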
T cell HTS = modulators of CD8 T cell-vesicle binding, primary screen, mouse 2C CD8+ T cells, flow cytometry; 2C CD8+ T cell-vesicle binding; stronger effect = lower value; calls only at 7 µM; 0.068% of 330,000 active; AID 2052, 2009;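 active = response, share of CD8 T cells binding vesicles, and their 90th percentile fluorescence all below set limits, cut at about 80% in these data, passing the limit was not always enough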
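Material: 2C TCR transgenic mouse naive CD8+ T cells, MACS-purified. Also added: QL9-charged Drosophila Ld/ICAM-1/B7-1 vesicles. Timing: binding 1.5 h at 37 °C. Measured by: high-throughput flow cytometry with anti-B7-1 and anti-CD8 staining. Read-out: percent CD8+ FL2 mean versus row control. Controls: Unloaded micro-vesicles (low), QL9 vesicles with 0.7% DMSO (high).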
West Nile virus CPE = West Nile virus antiviral activity, cell-based, CPE readout (AID 1621) | CPE inhibition, % at 10 µM; hits with a dose series show IC50 in µM | West Nile virus-infected cells, CPE inhibition; higher % means a stronger effect | 0.02% of 290,000 active; in the data active = a potency from the dose series; also: strong numbers were not always called active
UTI89 phage lysis = inhibition of K1F phage lysis, E. coli UTI89, bacterial capsule biogenesis inhibitors, alamar blue (AID 488966). 0.02% of 340,000 active. E. coli UTI89 K1F phage lysis, alamar blue, 2 h; higher % means a stronger effect. one-dose inhibition, % at 100 µM; IC50 in µM for titrated hits;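 active = phage lysis inhibition, versus mean bacterial control, above a set limit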;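 also: capsule biogenesis inhibitors block K1F phage lysis so surviving cells raise fluorescence; higher fluorescence means more inhibition of phage lysis; actives were called in the ten point dose series up to 300 µM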
TNAP activation fold = human TNAP enzyme activators, primary screen, biochemical, luminescent, no phosphate acceptor, uHTS (AID 1001) | Alkaline phosphatase, tissue-nonspecific isozyme (Homo sapiens) | purified TNAP, luminescent activation assay, no phosphate acceptor; higher activation fold means a stronger effect | activation fold at 20 µM, or EC50 in µM where a hit was titrated | 0.03% of 200,000 active; in the data active = activation fold from about 3, or a potency from the dose series; inactive = the rest, 99 in 100 with activation fold below about 1.6; also: many of its hits are not listed in these tables
human PMI inhibition = inhibitors of human PMI, primary screen, biochemical, fluorescence intensity, coupled assay (AID 1209) | inhibition, % at 20 µM, or IC50 in µM where a hit was titrated | 0.42% of 190,000 active | Mannose-6-phosphate isomerase (Homo sapiens) | purified PMI enzyme, coupled fluorescence intensity; higher % means a stronger effect;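 also: plate controls were DMSO vehicle for no effect and wells lacking substrate for full effect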
RSV antiviral HEp-2 = RSV antiviral activity via CPE protection, HEp-2 cells, primary 10 µM value included (AID 2391); CPE inhibition, % at 10 µM, or IC50 in µM where a hit was titrated; 0.13% of 310,000 active; HEp-2 cells, RSV-induced CPE inhibition; higher % means a stronger effect; in the data active = a potency from the dose series; also: strong numbers were not always called active
P. falciparum M1AAP = P. falciparum M1AAP inhibitors, biochemical, fluorogenic H-Leu-NHMec substrate, 1536-well (AID 1445). inhibition, % at 30 µM, or IC50 in µM where a hit was titrated. recombinant M1AAP, H-Leu-NHMec fluorogenic kinetic assay; higher % means a stronger effect. 0.42% of 220,000 active;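 active = primary inhibition above the hit cutoff, then over 50% inhibition at one or more dose response concentrations, cut at about 23% in these data, passing the limit was not always enough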;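 also: plate controls were DMSO full reaction for no effect and no enzyme background for full effect; strong numbers were not always called active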
PMI inhibition = human PMI inhibitors, high substrate, primary screen, biochemical, fluorescence intensity, high mannose 6-phosphate (AID 1220); recombinant PMI enzyme, coupled fluorescence intensity; higher % means a stronger effect; 0.66% of 190,000 active; inhibition, % at 20 µM, or IC50 in µM where a hit was titrated; Mannose-6-phosphate isomerase (Homo sapiens)
T cell HTS vesicle-bound % = also measured in T cell HTS; calls as there; double positive events, %; measured here: CD8+ vesicle-bound cell fraction;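 binding gate set so that unloaded-vesicle control wells show 10% double positive cells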
Numbers without * were called inactive; i = inactive; / = no result given; [ ] = another dose, or the depositor's remark. Rule as the data show it, unless noted: active = inhibition above about 50%; inactive = the rest.

Molecule,P. falciparum M17LAP,T cell HTS,T cell HTS vesicle-bound %,West Nile virus CPE,UTI89 phage lysis,TNAP activation fold,human PMI inhibition,RSV antiviral HEp-2,P. falciparum M1AAP,PMI inhibition
OCCNc1ncnc2c1c(-c1ccccc1)c(-c1ccccc1)n2Cc1ccco1,2.3%,i,62.4,3.1%,-6.4%,1.1,5.9%,12.5%,-0.7%,5.5%
CSc1nnc(-c2cccs2)n1C,11.5%,i,24.8,0.3%,-0.2%,1,/,-1.9%,0.0%,/
CSc1nsc(SCC(=O)Nc2nc3ccc(C)cc3s2)n1,-2.6%,i,58.5,-0.6%,0.4%,1,15.9%,2.6%,0.7%,8.8%
CCOc1ccc(N/C(=N/c2nc(C)cc(C)n2)NC(=O)CC)cc1,-0.8%,i,31.5,-0.3%,0.9%,/,/,6.3%,-2.0%,/
CCCCN(C)CCNC(=O)c1nn(-c2ccc(OC)cc2)c(=O)c2c1c1ccccc1n2C,-1.4%,i,55.8,-0.9%,-0.1%,1.1,-13.9%,1.1%,3.0%,-10.3%
O=S(=O)(c1ccccc1)N1CCN(C(=S)Nc2ccccc2Cl)CC1,/,i,72.2,-1.1%,1.0%[50 µM],/,/,0.6%,/,/
COc1ccc(CCN2C(=O)CSC2=S)cc1OC,/,i,20.8,-1.0%,1.0%,/,/,-0.4%,/,/
Cc1cccnc1Nc1ncnc(N)c1[N+](=O)[O-],12.1%,i,42.7,-0.4%,0.1%,1,1.5%,3.6%,5.7%,-5.7%
Cc1cccc(N2CCN(C(=O)c3ccc4c(c3)OCCO4)CC2)c1C,-8.8%,i,50.9,-0.8%,0.1%,1.2,1.1%,4.2%,1.4%,5.8%
O=C(NN=C1CCCCC1)c1ccccc1-n1cccc1,/,i,67.1,0.1%,2.1%[50 µM],/,/,2.3%,/,/
CCCCCCOc1ccc(NC(=O)CC2C(=O)N(CC)C(=S)N2Cc2ccco2)cc1 (stereo not drawn),-0.5%,i,61.3,0.9%,-2.8%,1.2,8.1%,0.2%,-0.3%,10.5%
CN(C)c1ccc(-c2nnc(-c3ccc(S(=O)(=O)C(F)F)cc3)o2)cc1,-14.2%,i,32.8,-0.4%,-0.1%,1.1,14.3%,0.3%,-6.3%,3.8%
CCC(CO)Nc1ncnc2c1cnn2-c1ccc(Cl)cc1 (stereo not drawn),-2.0%,i,28.3,1.1%,0.1%,1,-7.0%,6.1%,16.6%,-7.5%
CCS(=O)(=O)N1CCN(c2ccc([N+](=O)[O-])c(N3CCOCC3)c2)CC1,11.4%,i,20.9,1.2%,-1.5%,0.9,5.8%,1.5%,7.7%,6.8%
Cc1cccc(C(=O)Nc2ccccc2SCC2CSc3nc4ccccc4c(=O)n32)c1 (stereo not drawn),16.4%,i,43.9,/,0.2%,1,-0.6%,19.9µM*,-1.8%,-1.6%
O=C(NC1CC2CCCC(C1)N2C(=S)Nc1ccccc1)C1CC1 (stereo not drawn),/,i,52.1,-0.5%,-0.1%,/,/,1.1%,/,/
Cc1c(Cl)c([N+](=O)[O-])nn1CCCC(=O)NCCc1ccccc1,0.5%,i,36.0,-0.4%,0.0%,1.1,-2.5%,0.5%,3.9%,-5.3%
COC(=O)C1=C(C)NC(=O)C1(Nc1nccs1)C(F)(F)F (stereo not drawn),-3.1%,i,37.6,1.2%,0.6%,1.2,2.6%,0.6%,0.3%,-2.5%
COc1ccc(C2=NCCc3cc(OC)c(OC)cc32)cc1,23.4%,i,30.9,-0.2%,0.7%[50 µM],1.1,13.4%,0.3%,3.2%,0.2%
O=C(CN1C(=O)NC2(CCCC2)C1=O)Nc1ccccc1F,-6.3%,i,49.6,-0.6%,3.7%,1,10.3%,1.1%,-3.7%,8.0%

The final four compounds of the section above are carried over, then new ones follow.
Molecule,P. falciparum M17LAP,T cell HTS,T cell HTS vesicle-bound %,West Nile virus CPE,UTI89 phage lysis,TNAP activation fold,human PMI inhibition,RSV antiviral HEp-2,P. falciparum M1AAP,PMI inhibition
Cc1c(Cl)c([N+](=O)[O-])nn1CCCC(=O)NCCc1ccccc1,0.5%,i,36.0,-0.4%,0.0%,1.1,-2.5%,0.5%,3.9%,-5.3%
COC(=O)C1=C(C)NC(=O)C1(Nc1nccs1)C(F)(F)F (stereo not drawn),-3.1%,i,37.6,1.2%,0.6%,1.2,2.6%,0.6%,0.3%,-2.5%
COc1ccc(C2=NCCc3cc(OC)c(OC)cc32)cc1,23.4%,i,30.9,-0.2%,0.7%[50 µM],1.1,13.4%,0.3%,3.2%,0.2%
O=C(CN1C(=O)NC2(CCCC2)C1=O)Nc1ccccc1F,-6.3%,i,49.6,-0.6%,3.7%,1,10.3%,1.1%,-3.7%,8.0%
Cc1cc2ccccc2n1CCNC(=O)c1ccc(Br)o1,0.5%,i,7.6,-0.2%,1.0%,1.1,-13.2%,-0.8%,15.6%,2.5%
COc1ccc(CNC(=O)c2cc(C)nn2-c2ccccc2)cc1,-8.1%,i,33.0,-0.8%,0.0%,/,/,5.3%,6.3%,/
CCOc1cccc(NC(=O)CC#N)c1,3.9%,i,32.8,0.0%,-1.0%,1.1,12.9%,0.8%,-2.4%,14.6%
CC1CCCC(NC(=O)CNCc2ccccc2F)C1C (stereo not drawn),3.6%,i,27.8,-0.4%,0.3%,1.1,-3.6%,0.2%,1.9%,-2.4%
COc1ccc(/C=c2\sc3nc(=O)c(C)nn3c2=O)c(OC)c1,1.4%,i,44.1,0.7%,-0.4%,1.1,2.8%,0.1%,5.6%,7.9%
O=C(O)c1cn[nH]c1-c1cccc([N+](=O)[O-])c1,6.8%,i,29.4,1.0%,0.4%,1.1,-15.3%,1.7%,0.8%,-2.6%
Cc1ccc(NC(=O)C2OCCc3ccccc32)cc1C (stereo not drawn),7.6%,i,45.4,-0.1%,0.2%,1.1,3.9%,4.6%,6.1%,4.8%
N#Cc1ccc(Sc2nc3ccccc3[nH]2)cc1C#N,12.3%,i,45.7,-0.1%,0.9%,1.1,-0.8%,3.1%,-2.1%,-0.4%
Cc1ccc(NC(=O)[C@@]2(CC(=O)O)CC(/C=C/c3ccccc3)=NO2)c(C)c1,/,i,53.4,-0.1%,-0.1%,/,/,0.0%,/,/
CN1CCN(C(=O)C2CC(=O)N(c3ccc(Cl)cc3)C2)CC1 (stereo not drawn),/,i,31.2,0.4%,-0.2%,/,/,0.9%,/,/
Nc1cc(N)nc(SCC(=O)Nc2ccccc2N2CCOCC2)n1,9.4%,i,38.6,0.0%,0.1%,/,/,0.3%,7.1%,/
Cc1cccc(/C=N\NC(=O)c2ccccc2-n2cccc2)c1,-5.5%,i,52.2,-0.3%,0.0%,1,11.7%,0.1%,-4.4%,9.5%
CC(C)CN(CCCNC(=O)CN1C(=O)COc2ccc(S(=O)(=O)N3CCCC3)cc21)CC(C)C,1.4%,i,36.3,-0.3%,0.4%,1.1,-2.1%,0.0%,3.3%,-2.5%
CCOC(=O)CCCCC(=O)c1[nH]c(=O)[nH]c1CSc1nc(-c2ccccc2)c(C#N)c(=O)[nH]1,100.4%,i,24.3,-0.2%,-3.4%,1,-20.1%,-1.6%,23.6%*,-53.8%
CCCc1nnc(SCC(=O)Nc2ccc(OC)cc2)o1,/,i,34.4,-0.2%,0.1%,/,/,3.9%,/,/
CCOC(=O)C1/C(=N\O)CC(C)(O)C(C(=O)OCC)C1c1ccc(OC)c(OC)c1 (stereo not drawn),-3.2%,i,14.3,0.1%,1.5%,1.1,0.3%,2.7%,-7.1%,3.6%
O=C(Nc1cccnc1Cl)c1cc([N+](=O)[O-])ccc1Cl,11.3%,i,47.2,-1.1%,-0.2%,1,0.1%,2.0%,8.8%,0.4%
COc1ccc(NC(=O)C2CCC(C)(C(=O)O)C2(C)C)cc1 (stereo not drawn),14.3%,i,1.0,0.7%,i,1.1,7.5%,0.7%,4.4%,-1.2%
Cc1c(-n2c(-c3ccccc3Cl)n[nH]c2=S)c(=O)n(-c2ccccc2)n1C,-9.5%,i,38.7,0.2%,0.2%,1,-6.8%,0.7%,14.1%,-1.8%
Cc1ccccc1C(=O)N1CCC(C(=O)Nc2ccc3c(c2)OCCO3)CC1,10.9%,i,59.5,-0.8%,2.5%,1.1,11.7%,3.0%,-0.9%,5.9%

Molecule,P. falciparum M17LAP,T cell HTS,T cell HTS vesicle-bound %,West Nile virus CPE,UTI89 phage lysis,TNAP activation fold,human PMI inhibition,RSV antiviral HEp-2,P. falciparum M1AAP,PMI inhibition
COC(=O)NC(NS(=O)(=O)c1ccccc1)(C(=O)OC)C(F)(F)F (stereo not drawn),1.7%,i,1.0,0.2%,0.4%,/,/,0.6%,-2.3%,/
CCn1cc(/C=C(\NC(=O)c2ccc(OC)c(OC)c2)C(=O)N2CCOCC2)c2ccccc21,/,i,15.7,0.1%,0.2%,/,/,14.6%,/,/
O=C(C1CC12CCCC2)N1CCC(CO)(Cc2ccccc2Cl)CC1 (stereo not drawn),-11.8%,i,45.7,-0.1%,-0.2%,1,17.8%,2.3%,10.8%,15.9%
O=S(=O)(c1cccs1)N1CCN(c2ccccc2)CC1,/,i,36.5,0.0%,0.3%,/,/,3.3%,/,/
CCn1c(COc2cc(C)cc(C)c2)nnc1SCC(=O)N1CCN(c2ccccc2)CC1,7.5%,i,10.6,-0.1%,i,1.1,14.9%,1.8%,7.5%,10.8%
COc1ccc(C2CC(c3ccccc3)=NN2C(=S)Nc2ccccc2)cc1 (stereo not drawn),-13.2%,i,49.9,-0.9%,0.4%,1.1,9.4%,3.0%,9.1%,12.1%
CCCCN(C(=S)SC)C1CCS(=O)(=O)C1 (stereo not drawn),-1.3%,i,4.6,0.1%,/,/,/,-0.4%,-1.2%,/
O=C(NCc1ccc2c(c1)OCO2)c1ccc(CN2CCc3ccccc3C2)cc1,-2.4%,i,10.8,-0.4%,1.1%,1.1,7.6%,-1.5%,9.3%,7.8%
O=C(NCc1ccccc1)C(c1ccncc1)N(C(=O)c1ccccn1)c1ccccc1 (stereo not drawn),/,i,57.2,-0.7%,-0.8%,/,/,2.3%,/,/
Cc1occc1C(=O)NNC(=O)c1ccc(F)cc1,-2.2%,i,30.9,0.2%,1.3%,1.1,6.8%,-0.4%,3.8%,2.1%
COCCCn1c(=N)c(C(=O)NCC2CCCO2)cc2c(=O)n3cccc(C)c3nc21 (stereo not drawn),-201.0%,i,33.8,-0.5%,0.7%,1,21.2%,3.2%,78.3µM*,53.6%*
C=CCn1c(SC(F)F)nc2scc(-c3ccco3)c2c1=O,/,i,20.2,-1.0%,1.0%,/,/,20.8%,/,/

Bioassay records as filed in PubChem.
